From PubChem
LGR2 antag – inhibitors of bursicon-induced Drosophila LGR2 receptor cAMP signaling; HEK293 LGR2, CRE-luciferase, bursicon-stimulated, 4 h; inhibition, % at 9.99 µM; hit rate 0.35% among 380,000; AID 720647;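 active = drop in luminescence signal, shown as inhibition above about 50% in the replicate tests, limit read from the data, passing the limit was not always enough; inconclusive = probably only some replicates passing the limit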;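 note: agonist challenge used bursicon conditioned medium at about half maximal strength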
ARNT TACC3 PPI – ARNT/TACC3 interaction disruption; inhibition, % at 9.99 µM; Q9Y6A5; hit rate 0.66% among 390,000; AlphaScreen His-ARNT PAS-B/GST-TACC3 binding, luminescence; TACC3 fragment carries E629A point mutation;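 active = mean inhibition of replicates at least 50% and at least half of replicates each reaching 50%; inconclusive = half or more replicates reach 50% but mean below 50%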;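 note: 0% = complete ARNT plus TACC3 wells and 100% = ARNT alone without TACC3; many hits fall short of the cut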
Casp6 inh – caspase-6 (human) enzyme inhibition; purified caspase-6, Z-VEID-R110 cleavage fluorescence; inhibition, % at 12.5 µM; hit rate 0.53% among 350,000; AID 686996;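 active = mean inhibition across replicates at least about 35%, with every replicate also reaching that limit, limit read from the data; inconclusive = only one of the two criteria met; inactive = neither criterion met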;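 note: 0% = median of neutral control wells and 100% = no fluorescence left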
Target sequence (P55212 24-179 limits assumed): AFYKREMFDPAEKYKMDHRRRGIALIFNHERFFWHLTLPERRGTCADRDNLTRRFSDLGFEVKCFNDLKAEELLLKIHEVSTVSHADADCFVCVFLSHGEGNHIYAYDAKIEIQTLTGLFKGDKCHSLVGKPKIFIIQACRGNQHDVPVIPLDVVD
Target sequence (P55212 194-293 limits assumed): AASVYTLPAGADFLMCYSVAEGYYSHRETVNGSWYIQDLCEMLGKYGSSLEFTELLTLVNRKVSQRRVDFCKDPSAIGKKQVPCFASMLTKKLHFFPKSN
EWS-Fli inh – blocks EWS/Fli oncoprotein-driven transcription. A673 NR0B1-luciferase reporter, viability-normalised. inhibition, % at 12.6 µM. hit rate 0.67% among 350,000. AID 651661;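 active = mean inhibition of at least 50% after viability correction, with every replicate also passing that limit; inconclusive = mean reaches 50% but only one of two replicates passes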;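 note: firefly luciferase signal divided by Alamar Blue viability fluorescence both relative to DMSO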
PAX8 reporter – lowers PAX8-driven luciferase in RMG-I cells; hit rate 1.2% among 360,000; RMG-I TPO-luciferase reporter, SteadyGlo, 24 h; inhibition, % at 12.6 µM; AID 652154;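 active = mean replicate inhibition at least 60% with every replicate also reaching 60%; inconclusive = only one of the two criteria is met; inactive = mean below 60% and not all replicates reaching 60%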;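 note: luciferase light reporting Pax8 driven TPO promoter activity; plate controls were median of neutral control wells for no effect and mitoxantrone controls for full effect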
SIRT5 block – sirtuin-5 (human) deacylase inhibition | Q9NXA8 | Purified SirT5, succinyl-peptide AMC, trypsin-coupled fluorescence | inhibition, % at 15 µM | hit rate 1.1% among 330,000 | AID 652115; in the data active = inhibition above about 15%; inconclusive = no clear call, values can overlap the other calls
Target sequence (Q9NXA8 whole entry, looked up): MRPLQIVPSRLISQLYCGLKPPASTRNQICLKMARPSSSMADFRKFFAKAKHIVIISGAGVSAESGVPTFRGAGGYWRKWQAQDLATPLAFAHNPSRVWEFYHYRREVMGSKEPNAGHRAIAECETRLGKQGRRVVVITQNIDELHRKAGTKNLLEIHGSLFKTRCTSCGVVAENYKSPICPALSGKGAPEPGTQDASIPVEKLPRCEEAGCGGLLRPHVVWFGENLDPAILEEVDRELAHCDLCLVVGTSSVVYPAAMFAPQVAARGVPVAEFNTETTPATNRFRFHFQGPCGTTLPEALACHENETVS
DENV2 CPE – inhibitors of DENV2 cytopathic effect; AID 651640; hit rate 1.7% among 350,000; DENV2-infected cells, cytopathic effect rescue, plate reader; CPE inhibition, % at 9.99 µM; in the data active = CPE inhibition above about 20%, passing the limit was not always enough; inconclusive = no clear call, values can overlap the other calls; tested in BHK-21 cells;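 note: 0% = median of neutral control wells and 100% = median of positive control wells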
An asterisk follows results filed as active; ? = inconclusive; . = no result given; & = joins results of further samples; ! = not confirmed by another sample.

nr	Molecule	Casp6 inh	EWS-Fli inh	LGR2 antag	ARNT TACC3 PPI	PAX8 reporter	DENV2 CPE	SIRT5 block
1	Cc1cc(NC(=O)Cc2cn(Cc3ccccc3)c3ccccc23)ccc1Oc1cccnc1	-2	2	13	.	-22	-11	.
2	CCc1c(C)[nH]c2ccc(OC)cc2c1=S	-5	4	-13	-6	-20	4	-8
3	N#C/C(=C\c1cccnc1)C(=O)Nc1ccc(O)cc1F	2	-13	3	-13	1	1	-3
4	Cc1csc(NC(=O)CSc2nnc(-c3cccnc3)o2)n1	0	.	-30	6	-45	-1	-3
5	CC(C)NC(=O)N(C)C[C@H]1Oc2ccc(NC(=O)Cc3ccccc3)cc2C(=O)N([C@H](C)CO)C[C@@H]1C	0	3&-3	0&12	-12&-4	-5&-23	52*!	20*!
6	CCCCN1C(=O)C(CC(=O)NC2CCCCC2)CC(C(=O)N(C)C)=C1C (stereo not given)	-1	-4	3	.	-14	-3	-1
7	COc1ccc2oc(C(=O)OCC(=O)NC3CCS(=O)(=O)C3)c(C)c2c1 (stereo not given)	6	-3	-11	.	-6	-10	.
8	O=C1CC(c2cc(-c3ccccc3)no2)C1	-1	-74	-27	-6	-86	2	.
9	COc1ccc(-c2nc3ccccc3c(=O)n2O)cc1	5	-1	-5	-1	-19	1	2
10	Cc1cccc(S(=O)(=O)NC(=O)C2(C)CCN2C(=O)C2(c3ccc(Cl)cc3)CC2)c1 (stereo not given)	2	-15	-18	.	-3	0	1
11	Cc1csc(NC(=O)C2CCCN(S(=O)(=O)c3cnc[nH]3)C2)n1 (stereo not given)	2	-3	-20	-3	-12	8	.
12	Cc1ccc(-c2cc3nc(C)cc(C)n3n2)cc1	-1	-121	-27	5	-63	-5	1
13	Cc1cc(=O)oc2cc(OC(C)C(=O)NC3(C#N)CCCCC3)ccc12 (stereo not given)	0	6	-6	.	5	-1	-8
14	Cc1ccc(S(=O)(=O)N(C)C[C@@H]2Oc3ccc(NC(=O)NC(C)C)cc3CC(=O)N([C@H](C)CO)C[C@H]2C)cc1	-4	-2	4	1	-11	-15	.
15	N#Cc1cccc(-c2ccc(C3[C@@H]4CN(C(=O)Nc5ccccc5)C[C@H]3N4)cc2)c1 (stereo not given in full)	-2	-1&-16	22&6	.	3&1	-1&4	-6&-1

Sorted by count of non-hydrogen atoms (rising): three of the compounds above
nr	Molecule	Casp6 inh	EWS-Fli inh	LGR2 antag	ARNT TACC3 PPI	PAX8 reporter	DENV2 CPE	SIRT5 block
9	COc1ccc(-c2nc3ccccc3c(=O)n2O)cc1	5	-1	-5	-1	-19	1	2
6	CCCCN1C(=O)C(CC(=O)NC2CCCCC2)CC(C(=O)N(C)C)=C1C (stereo not given)	-1	-4	3	.	-14	-3	-1
15	N#Cc1cccc(-c2ccc(C3[C@@H]4CN(C(=O)Nc5ccccc5)C[C@H]3N4)cc2)c1 (stereo not given in full)	-2	-1&-16	22&6	.	3&1	-1&4	-6&-1

Later entries
nr	Molecule	Casp6 inh	EWS-Fli inh	LGR2 antag	ARNT TACC3 PPI	PAX8 reporter	DENV2 CPE	SIRT5 block
16	COc1ccc(C(=O)COC(=O)c2ccc3c(c2)OCCO3)c(OC)c1	0	-9	6	-3	-38	-4	-5
17	COc1ccc(N2CCN(CC(O)COC(c3ccc(F)cc3)c3ccc(F)cc3)CC2)cc1 (stereo not given)	1	1	2	31	-23	16	-4
18	Cc1noc(C)c1S(=O)(=O)N(C)C[C@H]1Oc2ccc(NC(=O)CCCCCC(=O)Nc3ccccc3N)cc2CC(=O)N([C@H](C)CO)C[C@@H]1C	0	.	-27	.	-21	18	-2
19	O=C(c1ccccc1)N(c1ccccc1)c1nccc2ccccc12	1	-8	10	0	13	-3	.
20	CCCNC(=O)N1C[C@@H](O)COC[C@@H]2O[C@H](CC(=O)N3CCOCC3)CC[C@H]21	0	-1	-6	33	-26	-10	5
21	O=C(COc1ncnc2cc(Cl)ccc12)c1ccccc1	-2	-30	-6	-3	-1	-6	0
22	O=C(NCC1CCN(Cc2ccccc2F)CC1)C1CCCN(c2ncnc3c2nc2n3CCCCC2)C1 (stereo not given)	-6	8	-4	10	15	-4	1
23	COc1ccc(C(CC(=O)O)NC(=O)c2sc3ccccc3c2Cl)cc1 (stereo not given)	3	5	12	.	12	-1	-1
24	O=C1NC[C@@H](CCCCN2C[C@H](Cc3ccccc3)N(CC3CCCCC3)C(=O)C2=O)N(CC2CCCCC2)C1=O	13	7	13	.	19	-4	-2
25	O=C(O)c1[nH]c2ccccc2c1C(c1cccc(O)c1)c1c(C(=O)O)[nH]c2ccccc12	9	9	7	1	12	-6	8
26	CCCNC(=O)C1(C)CCN(CCOc2ccc(Cl)cc2)C1 (stereo not given)	-1	-71	2	.	3	12	-2
27	O=C(NCc1ccccc1Cl)C1CCC(=O)N(CCCN2CCCC2=O)C1 (stereo not given)	0	-4	-9	-7	-3	-10	-4
28	Cn1c(SCc2cccc(F)c2)nnc1-c1ccncc1	-2	-1	2	7	21	2	15*
29	C[C@@H]1CN([C@@H](C)CO)C(=O)c2cc(C#CC(C)(C)O)cnc2O[C@H]1CN(C)Cc1cncnc1	2	-5	-3	-5	.	64*	0
30	C[C@@H]1CN([C@H](C)CO)C(=O)c2cc(NC(=O)NC3CCCCC3)ccc2O[C@@H]1CN(C)C(=O)NC1CCCCC1	.	-3	-2	23	.	2	-4
31	CCC(=O)N1C[C@H](C)[C@H](OC)CN(C)C(=O)c2cc(NC(=O)CC(F)(F)F)ccc2OC[C@H]1C	-1	.	6	.	-7	1	-1
32	Cc1c(O)cc2c(c1O)C(=O)CC(c1ccccc1)O2 (stereo not given)	2	14	-17	0	.	-5	7
33	CCOC(=O)C1=C(COC(=O)c2ccco2)NC(=O)NC1CC (stereo not given)	2	1	-17	-5	-5	-8	-1
34	C[C@H]1CN([C@@H](C)CO)C(=O)c2cc(C3=CCCC3)cnc2O[C@@H]1CN(C)C(=O)Cc1ccncc1	0	-8	1	1	6	-3	-1
35	O=[N+]([O-])c1ccc(NS(=O)(=O)c2cccc3cccnc23)cc1	1	-17	-4	-4	7	-1	4
36	CCOC(=O)CC1C(=O)NCCN1C(=O)c1ccc(Cl)cc1 (stereo not given)	-2	8	-5	1	-13	-2	-2
37	CC(C)NC(=O)N[C@@H]1CC[C@H](CCNC(=O)C2CCC2)O[C@@H]1CO	3	1	1	-3	-7	7	-4
38	CCCC(=O)Nc1ccc2c(c1)C(=O)N(C)C[C@H](OC)[C@H](C)CN(CC1CCCC1)[C@H](C)CO2	.	-3	2	-7	.	2	0
39	C[C@H]1CN([C@@H](C)CO)C(=O)c2c(c3ccccc3n2C)-c2ccccc2CO[C@H]1CN(C)S(=O)(=O)c1ccc(Cl)cc1	0	13	19	6	.	7	13
40	O=C(c1ccc(F)cc1)N1C[C@@H]2[C@H](c3ccccc31)[C@@H](CO)N2Cc1ccc2c(c1)OCO2	2	4	9	5	7	19	0
41	CC1CCN(C(=O)CSc2nnc(CNC(=O)c3ccc(F)cc3)o2)CC1	-1	-2	-5	-5	.	3	2
42	CC1=C(C#N)C(c2ccccc2)C2=C(N1)c1ccccc1C2=O (stereo not given)	0	37	2	8	32	9	-3
43	CC(=O)c1cccc(NC(=O)c2ccc(S(=O)(=O)N3CCCC3)cc2)c1	-2	0	0	-5	5	1	-3
44	Cc1cccc(OCC(=O)NC(C)C(=O)N/N=C/c2c(OCc3ccccc3)ccc3ccccc23)c1 (stereo not given)	1	-71	-10	2	.	-6	0
45	CCOC(=O)c1cc2c(ccn2-c2ccc(F)cc2)n1CC(=O)N(CC)CC	2	16	25	5	11	-5	-1
46	Cc1ccc(S(=O)(=O)N2C[C@H]3[C@H]4C(=O)N(c5ccccc5)C(=O)[C@H]4CC(=O)[C@H]3[C@@H]2c2ccc(Cl)cc2)cc1	-5	-18	.	.	13	-6	5
47	CCOC(=O)N1CCN(C(=O)c2ccccc2NC(=O)c2ccc(C(C)(C)C)cc2)CC1	3	4	5	.	-89	1	1
48	COCCNC(=O)[C@@H]1[C@@H](CO)[C@@H]2Cn3c(cccc3=O)[C@H]1N2S(=O)(=O)c1ccccc1C	-3	-5	-2	2	-3	-5	0
49	CCOC(=O)Cn1cc(/C=C/[N+](=O)[O-])c2ccccc21	5	-6	15	8	17	-4	-10
50	COc1cccc(C(=O)OC(C)C(=O)NCC2CCCCC2)c1 (stereo not given)	36*	5	-1	18	2	0	-7
51	CCNC(=O)C1(C)CCN(C(=O)c2c(F)ccc(C)c2F)C1 (stereo not given)	-1	-2	0	.	-14	3	.
52	Cn1cccc1Cc1nnc(SCC(=O)NCC2CCCO2)n1-c1ccc(F)cc1 (stereo not given)	1	4	1	.	7	-3	5
53	CS(=O)(=O)/C(C#N)=C/c1cccn1S(=O)(=O)c1cccc2ccccc12	-2	-9	12	.	-9	-1	-4
54	O=C(NC(=S)NC1CCS(=O)(=O)C1)c1ccccc1 (stereo not given)	1	.	-7	-1	7	?	-2
55	COc1cccc(-c2cnc(C(O)c3ccc(F)c(F)c3)[nH]2)c1 (stereo not given)	7	-31	-6	.	-55	-9	2
56	O=C(C[C@H]1CC[C@H]2[C@@H](COC[C@@H](O)CN2C(=O)c2ccccn2)O1)N1CCN(c2ccccc2)CC1	1	-13	-18	3	3	-9	-1
57	C[C@H]1CN([C@@H](C)CO)C(=O)c2cc(-c3ccccc3)cnc2O[C@H]1CN(C)C(=O)Cc1ccccn1	-2	-1	11	-1	.	-6	0
58	C=CCNC(=O)c1cc2cccc(OC)c2oc1=O	0	-29	-2	-4	-5	-2	.
59	C[C@@H]1CCCCO[C@@H](CN(C)Cc2ccc(C(=O)O)cc2)[C@@H](C)CN([C@@H](C)CO)C(=O)c2cc(NC(=O)Cc3ccccc3)ccc2O1	0	45	-8	16	-24	9	-3
60	C=CCOC(=O)C1=C[C@@H](c2ccc(C(F)(F)F)cc2)[C@H](CCCO)[C@@H](OCC)O1	13&2	-4&-2	34	-4&-5	-6&-2	36*!	5&2
61	Nc1nonc1-n1nnc(C(=O)N/N=C/c2cccc(Cl)c2)c1CN1CCCCCC1	0	3	0	.	5	3	.
62	O=C(CSc1nnc(C2COc3ccccc3O2)o1)N1CCN(c2ccccc2)CC1 (stereo not given)	-3	-1	-5	12	10	1	-3
63	CC(C)CC#Cc1ccc2c(c1)O[C@H](CN(C)C(=O)c1ccccn1)[C@@H](C)CN([C@@H](C)CO)S2(=O)=O	-2	15	8	3	.	?	4
64	CC1CCCN(S(=O)(=O)c2ccc(C(=O)Nc3nnc(-c4ccccn4)o3)cc2)C1 (stereo not given)	2	14	8	.	16	1	1
65	Cc1c(OCC(=O)N2CCC(C(N)=O)CC2)ccc2c3c(c(=O)oc12)CCC3	-4	-1	-1	-11	.	-6	4
66	Cc1ccc(NC(=O)CSc2nnc(-c3ccccn3)n2N)cc1F	0	-5	12	.	20	4	0
67	C[C@@H]1CN([C@@H](C)CO)C(=O)c2cc(-c3cncnc3)cnc2O[C@H]1CN(C)Cc1cncnc1	0	7	8	-16	-4	7	4
68	CCC1CO/C(=C(\C(Cl)=C(Cl)Cl)[N+](=O)[O-])N1 (stereo not given)	1	-1	11	.	11	-1	7
69	CC(C)(C)C(=O)Cn1ncc(Cl)c(Cl)c1=O	-2	75*	.	.	57	-2	1
70	COc1ccc(C(NC(N)=O)c2ccccc2)cc1 (stereo not given)	-6	.	3	1	.	.	2
71	NC(=O)CC(NC(=O)Cc1ccc(Br)cc1)c1ccc(NCCc2cccc(F)c2)c([N+](=O)[O-])c1 (stereo not given)	.	10	8	1	33	.	.
72	CC(C(=O)Nc1ccc(S(=O)(=O)N2CCCC2)cc1)N(C)CC(=O)Nc1cccc(F)c1 (stereo not given)	-1	5	-3	-11	24	-3	-2
73	COc1ccc(C2OCC(C)(C)CO2)cc1OC	2	-10	6	0	-23	5	0
74	CN(C)Cc1cc(C(F)(F)F)ccc1C(O)(c1ccccc1)c1ccccc1	8	8	8	1	5	3	-3
75	CC(=O)NC[C@@H]1[C@H](c2ccc(-c3cccnc3)cc2)[C@H](CO)N1C(=O)C1CCC1	.	-6	15	-6	1	?	.
76	N#CCCN(C(=O)COC(=O)C1CCN(c2ccc(C(F)(F)F)cn2)CC1)c1ccc(F)cc1	5	-3	-4	-5	-12	?	-4
